# hcDAF-12 act = activators of H. contortus DAF-12 nuclear receptor; HEK293 hcDAF-12 lit1-tk-luc reporter, luminescence; 0% DMSO, 100% Δ7-dafachronic acid; activation, % at 6.8 µM; 370,000 tested, 1.4% active;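 active = activation above the mean of all tested compounds plus 3 SD, cut at about 5.5% in these data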;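 also: 100% = response to 3 µM Δ7-dafachronic acid high control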
# NPR2 activator = GC-B (human) receptor activation | P20594 | HEK293-GC-B cells, CNP EC30, cGMP TR-FRET; 0% at EC30 CNP, 100% saturating CNP | activation, % at 10 µM | 370,000 tested, 0.11% active | AID 1920062;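 active = activation at 10 µM reaching about 35% in either raw or pattern-adjusted values, limit read from the data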
# Target sequence (P20594 whole entry, looked up): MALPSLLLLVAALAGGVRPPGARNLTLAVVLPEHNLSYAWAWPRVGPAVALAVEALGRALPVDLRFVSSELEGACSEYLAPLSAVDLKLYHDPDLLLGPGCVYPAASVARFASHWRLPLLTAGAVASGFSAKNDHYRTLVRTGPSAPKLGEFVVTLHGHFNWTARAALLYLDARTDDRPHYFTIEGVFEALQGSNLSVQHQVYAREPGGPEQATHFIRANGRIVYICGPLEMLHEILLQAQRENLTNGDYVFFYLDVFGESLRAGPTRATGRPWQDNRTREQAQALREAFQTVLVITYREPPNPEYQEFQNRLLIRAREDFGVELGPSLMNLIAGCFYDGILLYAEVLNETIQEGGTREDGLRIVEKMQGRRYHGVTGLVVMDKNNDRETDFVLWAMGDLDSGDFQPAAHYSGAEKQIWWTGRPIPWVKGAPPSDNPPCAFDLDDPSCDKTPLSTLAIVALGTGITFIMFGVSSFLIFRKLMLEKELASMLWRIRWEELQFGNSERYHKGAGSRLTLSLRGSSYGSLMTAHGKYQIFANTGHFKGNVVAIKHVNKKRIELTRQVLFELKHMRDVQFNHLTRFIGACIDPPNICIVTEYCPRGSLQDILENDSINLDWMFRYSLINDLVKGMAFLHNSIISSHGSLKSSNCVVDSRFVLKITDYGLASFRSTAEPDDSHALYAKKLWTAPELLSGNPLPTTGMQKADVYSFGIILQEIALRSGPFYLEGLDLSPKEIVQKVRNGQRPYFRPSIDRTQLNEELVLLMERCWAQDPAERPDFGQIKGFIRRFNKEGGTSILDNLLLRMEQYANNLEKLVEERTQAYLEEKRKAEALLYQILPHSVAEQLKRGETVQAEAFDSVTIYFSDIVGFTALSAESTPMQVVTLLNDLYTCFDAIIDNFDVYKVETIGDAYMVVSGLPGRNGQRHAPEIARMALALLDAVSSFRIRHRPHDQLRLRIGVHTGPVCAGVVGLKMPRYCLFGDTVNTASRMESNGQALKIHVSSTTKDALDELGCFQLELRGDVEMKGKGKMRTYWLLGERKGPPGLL
# sPLA2-III inh = Blocks human group III sPLA2 activity | QFRET BODIPY PC-A2 liposome hydrolysis, fluorescence | inhibition, % at 12.2 µM | 370,000 tested, 0.56% active | AID 743126;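 active = inhibition above mean plus 3 SD of compounds lying within the high and low control bounds, cut at about 19% in these data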;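 also: 0% = median of test compound wells and 100% = no enzyme DMSO wells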
# SMARCA2 act = SMARCA2 function activation, primary screen; MG213 cells, MMTV-luciferase reporter, dexamethasone, overnight; activation, % at 9.1 µM; 370,000 tested, 1% active; AID 652017; in the data active = activation above about 7.8%;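 also: 0% = vehicle wells and 100% = reference activator wells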
# FXN GAA850 act = increases GAA850 frataxin promoter reporter activity | HEK293 lucGAA850 FXN promoter luciferase reporter, 24 h; percent of 10 µM SAHA response | 360,000 tested, 0.56% active | AID 540364 | activation, % at 6 µM;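 active = activation above the average of all compounds screened plus 3 SD, cutoff fixed separately per campaign, cut at about 7.5% in these data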;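 also: 0% = DMSO wells and 100% = 10 µM SAHA wells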
# ssDAF12 agonist = activators of S. stercoralis DAF-12 nuclear receptor; HEK293 ssDAF-12/GRIP1 lit1-tk-luc reporter, luminescence; % of 3 µM dafachronic acid response; activation, % at 6.8 µM; 370,000 tested, 1% active;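 active = activation above the mean over all tested compounds plus 3 SD, cut at about 0.9% in these data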;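 also: 0% = DMSO-only wells and 100% = 3 µM delta7-dafachronic acid wells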
# DAX1 inh-1 = inhibitors of human orphan nuclear receptor DAX1 (NR0B1) | inhibition, % at 6.75 µM | HEK293 Gal4-DAX1 luciferase reporter, luminescence | 340,000 tested, 0.99% active | AID 504766 | P51843;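 active = inhibition above the mean over all tested compounds plus 3 SD, cut at about 4.2% in these data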;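 also: 0% = DAX1-transfected cells with DMSO and 100% = empty-vector control cells with DMSO; inhibition shows as a rise in luminescence from relieved DAX1 repression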
# GC-A act = GC-A (human) enzyme activation; P16066; HEK293 GC-A cells, cGMP TR-FRET, EC30 ANP; 0% at EC30 ANP, 100% saturating ANP; activation, % at 10 µM; 370,000 tested, 0.14% active; AID 1671463; in the data active = activation above about 40%
# KLK7 zymogen act = activates the human kallikrein-7 zymogen; P49862; purified proKLK7, EDANS-DABCYL substrate fluorescence; 100% is mature enzyme control, 0% vehicle; activation, % at 7 µM; 370,000 tested, 0.9% active;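 active = activation above the mean of all tested compounds plus 3 SD, computed per campaign excluding outliers beyond control limits, cut at about 13% in these data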
# DAX1 inh-2 = blocks DAX1 repression of SF-1 activated StAR promoter; HEK293T StAR-luciferase reporter, SF-1/DAX-1 repression relief; inhibition, % at 6.8 µM; 370,000 tested, 1.1% active; AID 652010;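 active = inhibition above the mean over all tested compounds plus 3 SD, cut at about 3.6% in these data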;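 also: 0% = DAX-1 cells with DMSO and 100% = cells lacking DAX-1 with DMSO; higher inhibition means more luminescence from relief of DAX-1 repression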
# hgDAF12 agonist = agonists of H. glycines DAF-12 nuclear receptor. HEK293 GAL4-hgDAF12 UAS-luciferase reporter, agonist luminescence; normalized to butyrate control. activation, % at 6.8 µM. 370,000 tested, 1.8% active;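 active = activation above a cutoff set at the mean of all screened compounds plus 3 SD, cut at about 10% in these data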;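 also: 0% = DMSO wells and 100% = sodium butyrate wells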
# The depositor's hits bear a star; x = no result given.
no.	compound	hcDAF-12 act	NPR2 activator	sPLA2-III inh	SMARCA2 act	FXN GAA850 act	ssDAF12 agonist	DAX1 inh-1	GC-A act	KLK7 zymogen act	DAX1 inh-2	hgDAF12 agonist
1	Cc1ccc(NC(=O)c2ccc3c(c2)N(CC(=O)N2CCCCC2)C(=O)C(C)(C)O3)cc1	0.3	14	-2	-2	-0.9	-1.4	-0.3	5	-0.5	-0.5	4.2
2	CCCC1CC(CCc2ccccc2)OS(=O)(=O)N1 (stereo unspecified)	0.6	-2	7	-1	1.3	-0.8	0.5	3	-0.2	-0.4	1.2
3	C[N+](C)(C)CCOc1ccc([N+](=O)[O-])cc1	-1.1	0	0	-1	2.8	-1.3	3.3	-1	-0.1	0.0	2.9
4	Cc1cc(NC(=O)C(C)SCC(=O)N(Cc2ccccc2)c2ccccc2)no1 (stereo unspecified)	-1.7	-6	10	-3	-3.1	-1.4	-1.5	-12	0.3	0.3	-5.4
5	Cc1cc(C)n2nc(CCCO)nc2n1	0.0	x	-1	-3	-0.3	-1.6	0.1	x	-0.1	-0.2	-1.2
6	CCO/C(C)=C1/SC(=S)NC1=O	1.2	7	5	3	0.1	-0.9	0.3	-5	0.1	-0.1	-0.8
7	Cc1ccc(Nc2c([N+](=O)[O-])c(=O)n(C)c3ccccc23)cc1	-1.2	3	-1	0	1.8	-1.9	-0.3	7	-0.1	-0.7	2.4
8	COc1ccc(NC(=O)CN(C)C(=O)c2ccc(N3CCCCC3)c([N+](=O)[O-])c2)cc1	-1.6	-1	-4	-3	0.2	-1.1	-1.4	1	0.7	0.5	0.7
9	Cc1cc(C(=O)NNC(=O)c2ccc(S(=O)(=O)N(C)C)cc2)c(C)o1	-2.1	-4	-1	0	2.1	-1.2	-0.1	1	-0.2	-0.2	2.1
10	COc1ccccc1NC(=O)C1=C(C)Nc2nc(CCCO)nn2C1c1cccnc1 (stereo unspecified)	0.6	2	4	1	-0.8	-0.9	0.5	1	-0.7	-0.7	0.4
11	CC(C)c1nnc(NC(=O)C2CCN(C(=O)Nc3ccc(Cl)cc3)CC2)s1	-4.4	-3	-5	-1	0.8	-2.6	0.0	-2	0.8	-0.4	-6.6
12	CSCc1ccc(C(=O)NC(C)c2cnn(-c3ccccn3)c2C)o1 (stereo unspecified)	4.1	-7	-7	1	0.9	-1.0	-0.4	-1	-0.5	0.1	1.4
13	Cc1cccc(NC(=O)CCNC(=O)c2ccco2)c1C	0.0	-1	3	-1	1.0	-0.7	0.1	4	-0.2	-0.1	-1.9
14	O=C(COC(=O)c1ccc2ncsc2c1)Nc1cc([N+](=O)[O-])ccc1Cl	0.0	-2	-4	1	2.0	-0.1	0.5	-6	0.3	1.9	-1.9
15	CCN(CC)S(=O)(=O)c1ccc(Cl)c(NC(=O)CSc2cccc[n+]2[O-])c1	-1.7	4	-3	-5	0.7	-1.6	1.2	6	-0.1	0.6	-0.9
16	CCN(C)c1cc2c(c3c1ccn3C)C1CCC2C1 (stereo unspecified)	0.5	-2	13	-5	x	0.5	x	-5	-0.2	-3.1	-3.5
17	COc1ccc(Oc2c(Cl)cnn(-c3ccc(Cl)c(Cl)c3)c2=O)cc1	-0.8	-26	5	0	5.1	-1.5	0.3	-35	-0.5	-0.8	0.4
18	COc1ccccc1C(=O)N/C(=C/c1ccc(Br)cc1)C(=O)NCC(=O)O	2.3	1	0	2	0.1	-1.3	-0.6	2	0.1	0.3	0.8
19	Cn1ccnc1Sc1ccc(C(N)=O)cc1[N+](=O)[O-]	0.1	4	12	1	2.3	-1.5	0.1	-1	0.4	1.6	1.1
20	CC(=O)c1ccc(OC(=O)CCc2ccccc2)cc1	-0.8	5	-3	0	-1.0	-0.5	3.6	-1	-0.2	0.3	0.9
21	COc1ccc(-c2noc(N3CCCC(C(=O)Nc4ccccc4F)C3)n2)cc1 (stereo unspecified)	0.8	-2	0	-2	-1.5	-1.3	-0.8	1	0.0	0.2	2.1
22	CN(C)c1ccc2c(=O)c3ccccc3oc2n1	7.9*	-2	4	2	x	0.3	x	5	-0.5	7.8*	13*
23	COC(=O)c1c(C)[nH]c(C(=O)COC(=O)c2c(C)noc2C)c1C	-1.1	-4	7	-1	1.7	-1.6	0.9	-1	0.4	0.3	1.1
24	NC(=O)c1ccc(SCC(=O)OCC(=O)N2CCCCC2)c([N+](=O)[O-])c1	0.0	-3	-7	2	1.7	-0.6	-0.1	1	0.1	-0.3	-1.1
25	Cc1cccc(C)c1NC(=O)CSc1nc(COc2ccccc2)nc2ccccc12	0.5	7	5	-4	0.8	-0.6	0.5	3	0.2	0.7	0.1
26	CC(=O)C1=C(O)C(=O)N(CCNCCO)C1c1ccccc1 (stereo unspecified)	-0.7	0	1	-3	0.9	-0.9	0.5	5	0.5	-0.5	0.1
27	Cn1c(/C(C#N)=C(\O)CN2CCN(Cc3ccccc3)CC2)nc2ccccc21	1.0	-9	7	-2	-2.4	-1.1	1.5	-1	0.4	0.0	0.2
28	O=c1c2ccccc2ncn1CCOc1ccccc1[N+](=O)[O-]	0.7	2	-4	4	4.4	-1.2	2.2	0	-0.2	2.0	9.7
29	COc1cccc(OCCNc2ccc([N+](=O)[O-])cn2)c1	-1.8	-1	3	-2	0.6	-1.1	0.7	-3	0.0	1.1	1.7
30	CCc1ccc(OCCOCC(O)CNC(C)CC)cc1 (stereo unspecified)	0.4	0	-1	0	0.6	-1.1	-0.7	-2	-0.5	0.4	-1.2
31	ON1C(c2ccccc2)CC2(O)c3nonc3CCC12 (stereo unspecified)	-0.5	5	5	6	0.9	-0.6	0.8	2	0.2	-0.5	-1.4
32	CCn1c(NC(C)=O)c(-c2ccccc2Cl)c(=O)c2ccccc21	0.1	0	9	-2	-0.2	-1.2	0.1	4	0.2	-0.2	3.7
33	O=C1CC(NS(=O)(=O)c2cccs2)CN1c1cccc(F)c1 (stereo unspecified)	-1.4	-1	3	-3	0.8	-0.4	-0.7	1	0.7	0.3	0.3
34	C#CCOC(=O)CCC(=O)NCCc1ccccc1	-0.1	2	3	-1	-0.8	-1.3	0.1	-2	0.3	-0.3	1.8
35	O=[N+]([O-])c1ccc(S(=O)(=O)Nc2nnc(C(F)(F)F)s2)cc1	-1.3	4	-20	-1	0.1	-0.4	0.2	5	0.8	0.3	1.2
36	CC1CCN(C(=O)c2ccccc2NC(=O)Cc2ccccc2)CC1	1.9	0	4	-2	0.5	-0.4	1.3	1	0.5	2.0	5.2
37	COc1cc2cc(C(=O)NC(C)c3cccc4ccccc34)c(N)nc2cc1OC (stereo unspecified)	-2.9	-5	3	-7	x	-1.4	x	-4	-75	5.1*	1.9
38	CCN(CC)c1ccc(C(=O)OCC(=O)Nc2cc(C)on2)cc1	-0.6	0	-2	1	1.2	-1.4	0.7	-2	0.5	2.0	-1.3
39	O=C(Cn1nnc(-c2ccc(CN3CCOCC3)cc2)n1)Nc1nc(-c2ccccc2)cs1	0.5	3	-25	-3	-3.8	-1.4	0.3	6	-0.1	-1.1	-1.2
40	CC(=O)c1csc(COc2ccc(Cl)cc2)n1	3.0	0	-5	6	1.9	-0.2	9.3*	7	0.8	2.4	7.8

# Record cards, from the list above. Screens in order: hcDAF-12 act, NPR2 activator, sPLA2-III inh, SMARCA2 act, FXN GAA850 act, ssDAF12 agonist, DAX1 inh-1, GC-A act, KLK7 zymogen act, DAX1 inh-2, hgDAF12 agonist
# `CCN(CC)c1ccc(C(=O)OCC(=O)Nc2cc(C)on2)cc1` as listed: -0.6, 0, -2, 1, 1.2, -1.4, 0.7, -2, 0.5, 2.0, -1.3
# `COc1ccccc1NC(=O)C1=C(C)Nc2nc(CCCO)nn2C1c1cccnc1` (stereo unspecified) as listed: 0.6, 2, 4, 1, -0.8, -0.9, 0.5, 1, -0.7, -0.7, 0.4

# (next part)
no.	compound	hcDAF-12 act	NPR2 activator	sPLA2-III inh	SMARCA2 act	FXN GAA850 act	ssDAF12 agonist	DAX1 inh-1	GC-A act	KLK7 zymogen act	DAX1 inh-2	hgDAF12 agonist
41	Fc1ccc(-c2csc(N3CCOCC3)n2)cc1	1.5	6	15	3	2.5	-0.3	3.6	-7	0.1	0.3	5.2
42	Cc1cc(N/N=C/c2ccncc2)c([N+](=O)[O-])cc1[N+](=O)[O-]	-0.9	-1	3	-3	0.9	-1.1	2.1	-2	-0.2	-0.1	1.8
43	Cc1ccc(S(=O)(=O)NC2CC(C)(C)NC(C)(C)C2)cc1	-0.7	1	-1	-4	-0.7	0.0	-0.9	-1	-0.2	-0.3	4.2
44	CCc1ccc(NC(=S)NCc2ccccc2)cc1	-0.2	-1	4	0	0.4	-0.8	1.6	1	-0.2	-0.4	-1.0
45	O=C(NC1CCCCCC1)c1cc(S(=O)(=O)N2CCOCC2)ccc1F	-0.5	3	4	-1	0.2	-1.3	0.0	-3	-0.6	0.0	0.1
46	Cc1csc(SCC(=O)Nc2cc([N+](=O)[O-])ccc2F)n1	-2.0	-4	-5	0	-0.1	-1.3	0.3	-4	0.1	-1.0	3.7
47	Cc1cc(OC(=O)c2ccc(Cl)cc2)cc(=O)n1C	-1.9	7	14	-4	-1.0	-1.1	-0.4	6	0.0	-1.1	2.0
48	CCN(CC)C(=O)c1[nH]cnc1C(=O)Nc1cccc(Cl)c1	-1.2	4	4	-1	-1.2	-1.4	-0.1	-1	0.1	-0.6	0.5
49	COc1ccc(N(Cc2cc3cccc(C)c3[nH]c2=O)C(=O)C2CCCO2)cc1 (stereo unspecified)	1.6	-10	3	-1	-1.0	-0.9	1.6	-24	0.1	0.0	2.5
50	COc1ccccc1OCc1csc(NC(=O)c2ccco2)n1	-0.7	1	3	3	4.5	-1.1	0.7	-1	-0.5	0.6	3.1
51	Cc1n[nH]c(C)c1S(=O)(=O)NCCc1ccccc1F	-1.4	-1	3	-5	x	-2.1	x	6	-0.3	-0.6	-3.3
52	COc1ccc(S(N)(=O)=O)cc1C(=O)OCC(=O)NC(C)(C#N)C1CC1 (stereo unspecified)	-0.9	-1	-2	-1	0.3	-0.4	0.7	1	0.4	1.9	1.5
53	CCOc1ncccc1C(=O)Nc1cccc(-c2nc3cccnc3s2)c1	-0.6	1	7	-5	3.2	-0.5	1.5	7	-0.4	0.5	-0.8
54	CCc1cc2c(SCC(=O)Nc3cc(C)on3)ncnc2s1	-0.8	-3	-1	-4	-0.8	-1.6	-0.3	-3	-0.7	-0.8	-1.9
55	CCOCCCNC(=O)c1cccc(NC(=O)C2=C(C)OCCS2)c1	-2.5	1	2	-3	0.2	-0.9	-0.2	0	-0.2	-0.4	0.3
56	COC(=O)C1=CN(Cc2ccc(C)cc2)C=C(C(=O)OC)C1c1ccc(F)c(F)c1	-1.2	0	1	-2	0.4	-1.4	-1.4	-2	-6.5	-0.7	-0.7
57	Cc1cc(OCC(=O)c2ccc(C(F)(F)F)cc2)n2cnnc2n1	-0.4	5	-68	6	-1.1	-1.4	1.6	-3	0.0	0.1	-1.4
58	CCOC(=O)CSc1nc(N)c(C#N)c(-c2ccc(OC)cc2)c1C#N	-1.2	8	0	-3	1.0	-1.3	-0.9	3	-3.1	0.5	-0.7
59	Cc1ccc2c(c1)C1(C(=O)N2)N2CCCC2C(C(=O)c2ccc3ccccc3c2)C12C(=O)Nc1ccccc12 (stereo unspecified)	-1.2	-4	-4	0	3.0	-0.7	-0.2	-9	0.7	0.3	4.2
